# rTrxR1 inhibitor: qHTS Assay for Inhibitors of Mammalian Selenoprotein Thioredoxin Reductase 1 (TrxR1): qHTS; Thioredoxin reductase 1, cytoplasmic (Rattus norvegicus), O89049; recombinant rTrxR1, NADPH fluorescence consumption, selenite substrate; Potency, µM (doses to about 114 µM), for inactives: at the top dose activity change, negative = inhibition, actives largely listed as inhibitors; actives 1% (n = 390,000); note: potency is the fitted concentration of half-maximal effect; % is set by controls: 0 for no effect and ±100 for the full control effect; nearly all actives have a fitted effect of over 65% in size
#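 Rat TrxR1 (90 nM in the dispensed reagent) was pre-reduced with 400 uM NADPH for 5 min at room temperature, then incubated with compound for 15 min. After 400 uM selenite was added, NADPH fluorescence (Ex 340/Em 450 nm) was followed for 8 min.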
# USP1 inh: Inhibitors of USP1/UAF1: Primary Screen. Ubiquitin carboxyl-terminal hydrolase 1 (Homo sapiens), O94782. AID 743255, 2014. Potency, µM (doses to about 57.1 µM), without a hit: top-dose activity change, negative = inhibition, actives largely listed as inhibitors. actives 0.23% (n = 390,000). recombinant USP1/UAF1, Ub-Rhodamine cleavage fluorescence; note: potency is the fitted concentration of half-maximal effect; % is set by controls: 0 for no effect and ±100 for the full control effect; nearly all actives have a fitted effect of over 60% in size; inactives centre near -12
# Target sequence (O94782 whole entry, looked up): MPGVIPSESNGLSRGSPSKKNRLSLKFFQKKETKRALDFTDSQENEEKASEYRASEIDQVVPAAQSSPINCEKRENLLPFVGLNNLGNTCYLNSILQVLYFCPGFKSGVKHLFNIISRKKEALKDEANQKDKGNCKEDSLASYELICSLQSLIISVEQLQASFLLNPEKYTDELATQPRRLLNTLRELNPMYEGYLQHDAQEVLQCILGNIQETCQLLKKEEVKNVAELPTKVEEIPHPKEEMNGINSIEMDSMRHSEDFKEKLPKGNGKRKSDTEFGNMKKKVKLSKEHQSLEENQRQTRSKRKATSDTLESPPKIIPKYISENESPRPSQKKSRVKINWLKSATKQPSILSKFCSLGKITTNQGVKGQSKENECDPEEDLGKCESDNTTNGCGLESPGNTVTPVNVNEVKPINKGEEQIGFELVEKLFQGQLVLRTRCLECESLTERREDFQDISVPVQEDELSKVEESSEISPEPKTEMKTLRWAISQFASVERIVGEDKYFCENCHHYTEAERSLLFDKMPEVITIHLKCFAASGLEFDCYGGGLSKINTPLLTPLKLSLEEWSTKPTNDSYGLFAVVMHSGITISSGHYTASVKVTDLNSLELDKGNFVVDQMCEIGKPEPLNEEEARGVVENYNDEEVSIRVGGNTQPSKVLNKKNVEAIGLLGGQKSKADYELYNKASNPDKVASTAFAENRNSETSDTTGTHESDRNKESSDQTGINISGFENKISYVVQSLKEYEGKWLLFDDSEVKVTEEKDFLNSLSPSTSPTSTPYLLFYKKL
#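 USP1/UAF1 complex (1 nM) preincubated 15 min at room temperature with compound, then Ub-Rho substrate (150 nM final) added. Kinetic fluorescence at 480/540 nm over 6 reads at 60 s intervals; 50 mM HEPES pH 7.8, 0.5 mM EDTA, 0.1 mg/ml BSA, 1 mM TCEP, 0.01% Tween-20.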
# GLS inhibitor: qHTS for Inhibitors of Glutaminase (GLS); Glutaminase kidney isoform, mitochondrial (Homo sapiens), O94925; GLS enzymatic activity, qHTS titration; Potency, µM (highest dose often 45.5 µM), for inactives: at the highest dose activity change, negative = inhibition, most hits filed as inhibitors; actives 0.21% (n = 410,000); AID 624170, 2012; note: potency is the fitted concentration of half-maximal effect; % is set by controls: 0 for no effect and ±100 for the full control effect
#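 Glutamate formation by hKGA was monitored fluorometrically using coupled glutamate oxidase, HRP and Amplex Red. Substrate was added as 1 mM L-glutamine solution; incubation was 30 min at RT after an initial read.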
# PI4K2A inh: qHTS for small molecular inhibitors of PI4K2A. activity change, negative = inhibition, % at 76.9 µM. actives 0.13% (n = 420,000). purified PI4K2A, ADP-Glo luminescence, 1 h; hits give low values. Phosphatidylinositol 4-kinase type 2-alpha (Homo sapiens), Q9BTU6. AID 1346378, 2018; in the data active = activity change below about -50%; inconclusive = mostly about -30% to -49%;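 note: -100% = wells without enzyme as full effect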
#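 In this quantitative HTS, ADP production by PI4K2A was quantified luminescently after 1 h at ambient temperature; 100 microM adenosine served as plate-quality control.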
# Pin1 inhibitor: qHTS Assay to Find Inhibitors of Pin1; Peptidyl-prolyl cis-trans isomerase NIMA-interacting 1 (Homo sapiens), Q13526; Pin1 FP peptide displacement, HiFluor488, 10 min; Potency, µM (top dose mostly 115 µM), for inactives: at the highest dose activity, negative = inhibition, actives largely listed as inhibitors; actives 0.009% (n = 390,000); AID 504891, 2011; active = well fitted inhibition curve with a large enough effect in the polarisation, with a control signal flat, not every such curve was filed as active; inconclusive = small, poorly fitted or top-dose-only effect, or effect the other way, or a change in a side signal; inactive = no such curve, though single readings can be large or run the other way; the % refers to the polarisation; note: potency is the fitted concentration of half-maximal effect; % is set by controls: 0 for no effect and ±100 for the full control effect
# Target sequence (Q13526 whole entry, looked up): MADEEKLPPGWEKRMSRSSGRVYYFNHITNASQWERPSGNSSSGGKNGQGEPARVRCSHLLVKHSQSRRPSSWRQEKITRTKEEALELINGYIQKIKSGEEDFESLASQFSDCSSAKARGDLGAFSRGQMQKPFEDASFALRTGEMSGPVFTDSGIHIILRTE
# TrxR1 substrate: qHTS Assay for Substrates of Mammalian Selenoprotein Thioredoxin Reductase 1 (TrxR1): qHTS. Thioredoxin reductase 1, cytoplasmic (Rattus norvegicus), O89049. actives 0.01% (n = 390,000). Potency, µM (doses to about 114 µM), for inactives: top-dose activity change, negative = substrate turnover. purified TrxR1 substrate turnover, NADPH consumption readout; note: potency is the fitted concentration of half-maximal effect; % is set by controls: 0 for no effect and ±100 for the full control effect; nearly all actives have a fitted effect of over 50% in size
#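 Rat TrxR1, dispensed at 90 nM, was prereduced with 400 uM NADPH (final) for 5 min at ~22 deg C, then incubated with compound 15 min before 400 uM selenite. A first-read NADPH fluorescence drop versus no-compound background flagged substrates.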
# HP1b chromo inh: HTS for Inhibitors of HP1-beta Chromodomain Interactions with Methylated Histone Tails | Chromobox protein homolog 1 (Homo sapiens), P83916 | AlphaScreen HP1-beta / biotin-H3K9me3 peptide binding | Potency, µM (top dose mostly 114 µM), for inactives: at the top dose activity change, negative = inhibition, hits mostly inhibitors | actives 0.56% (n = 390,000) | AID 540317, 2011; note: potency is the fitted concentration of half-maximal effect; nearly all actives have a fitted effect of over 70% in size; inactives centre near 23
#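 Compound inhibition of the preformed complex between 50 nM HP1-beta and 50 nM biotinylated H3K9me3 peptide was read by AlphaScreen. Buffer was PBS pH 7.4 with 0.01% Tween-20. Incubations ran 30 min at room temperature, with 10 ug/mL donor/acceptor beads.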
# PGK inhibitor: qHTS Assay to Find Inhibitors of Phosphoglycerate Kinase. PGK/GAPDH coupled, Kinase-Glo luminescence, 60 min. actives 0.043% (n = 380,000). AID 602233, 2012. Potency, µM (highest dose often 57.5 µM), without a hit: top-dose activity change, negative = inhibition, hits mostly inhibitors. Phosphoglycerate kinase, glycosomal (Trypanosoma brucei brucei), P07378; note: potency is the fitted concentration of half-maximal effect; % is set by controls: 0 for no effect and ±100 for the full control effect; nearly all actives have a fitted effect of over 60% in size
#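 Luminescent ATP detection (Kinase-Glo Plus) follows a 60-minute room-temperature incubation, with wells lacking PGK as controls. Buffer: 100 mM TEA (pH 7.6), 5 mM MgCl2, 0.01% Tween-20. Coupling enzyme GAPDH (100 nM final) supplies unstable 1,3-BPG in-well.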
# IDH1 R132H inh: qHTS for Inhibitors of mutant isocitrate dehydrogenase 1 (IDH1): qHTS | Isocitrate dehydrogenase [NADP] cytoplasmic (Homo sapiens), O75874 | Potency, µM (titrated, usually from 76.6 µM), for the others: at the highest dose activity change, negative = inhibition, actives largely listed as inhibitors | AID 602179, 2012 | actives 0.093% (n = 390,000) | IDH1-R132H enzyme, NADPH consumption, diaphorase/resazurin fluorescence; note: potency is the fitted concentration of half-maximal effect; % is set by controls: 0 for no effect and ±100 for the full control effect; nearly all actives have a fitted effect of over 65% in size
#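 IDH1-R132H (0.5 ug/mL dispensed) in pH 7.5 Tris buffer was preincubated 30 min with compound, then given a substrate mix of 0.016 mM NADPH and 2 mM alpha-KG for 80 min at room temperature; remaining NADPH was read by diaphorase/resazurin fluorescence.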
# An asterisk follows results filed as active; i = inactive; ? = inconclusive; / = not tested or not shown; & = joins results of further samples; [ ] = remark or other dose. Unless noted, calls come from the whole dose curve; as a rule, active = well fitted curve in the direction sought with a large enough effect; inconclusive = small, poorly fitted or top-dose-only effect, or another doubt; inactive = no such curve, though single readings can be large; an effect the other way counts as inactive or inconclusive. These rows are one share of the data, so the mix of outcomes need not match the whole.
entry	USP1 inh	PGK inhibitor	HP1b chromo inh	Structure	PI4K2A inh	rTrxR1 inhibitor	TrxR1 substrate	Pin1 inhibitor	IDH1 R132H inh	GLS inhibitor
1	-23%	3%	28%	Cc1ccc(C(c2nnnn2C(C)(C)C)N(Cc2ccco2)Cc2cccs2)cc1 (configuration not stated)	-5	35%[activator][57.1 µM]	17%[57.1 µM]	7%	1%	0%
2	-19%	i	23%	Nn1c(SCC(=O)Nc2ccccc2)nnc1-c1cccnc1	-12	18%[57.1 µM]	8%[57.1 µM]	-9%	3%	4%
3	-11%	-8%	/	O=C(CSc1nnc(-c2c[nH]c3ccccc23)n1C1CC1)NC1CCS(=O)(=O)C1 (configuration not stated)	-7	/	/	/	16%	-1%
4	-16%	i	-4%	[O-][n+]1c2ccccc2c2n1CCCN=C2c1ccc(Cl)cc1	1	12%	-2%	4%	-14%	7%
5	-27%	-1%	5%	CCOC(=O)C1CCCN(C(=O)c2ccc3c(c2)N(Cc2ccccc2F)C(=O)c2ccccc2S3=O)C1 (configuration not stated)	3	16%	1%	-3%	-2%	-7%
6	-14%	-1%	3%	Cc1ccc(Cc2c(C)nc3nc(SCC(=O)NCCCN4CCCCC4)nn3c2C)cc1	0	35%[activator][57.1 µM]	9%[57.1 µM]	3%	2%	-6%
7	-27%	i	42%[activator]	C[C@H](CO)N1C[C@H](C)[C@@H](CN(C)C(=O)Nc2ccccc2)Oc2c(NS(=O)(=O)c3ccccc3)cccc2C1=O	-4	9%	1%	-1%	10%	-5%
8	?	0%	15%	CC(NS(=O)(=O)c1ccc(Cl)cc1)C(=O)N1CCOCC1 (configuration not stated)	4	7%	1%	-7%	-2%	9%
9	-8%	12%	20%	CN1C(=O)CC(N2CCN(c3ccccc3)CC2)C1=O (configuration not stated)	5	31%[57.1 µM]	5%[57.1 µM]	1%	-5%	4%
10	-14%	i	16%	CC(C)c1cccc(C(C)C)c1NC1=NS(=O)(=O)c2ccccc21	3	3%	-6%	-10%	2%	-6%
11	-10%	i	-77%	C(=N\c1nccs1)/Nc1nccs1	3	7%[57.1 µM]	9%[57.1 µM]	-8%	9%	18%
12	-15%	1%	24%	Cc1cccc(NCN2C(=O)C3C4C=CC(C4)C3C2=O)c1 (configuration not stated)	1	12%	10%	9%	3%	38%[activator]
13	-23%	/	30%	O=C(Nc1ccccc1)c1ccccc1CCc1ccccc1	0	23%	-2%	-1%	2%	-3%
14	-9%	i	48%[activator]	CCC(=O)NNc1ncnc2c1cnn2-c1ccccc1	5	27%[57.1 µM]	-12%[57.1 µM]	8%	4%	-12%
15	-11%	4%	10%	CNC(=S)Nc1ccc([N+](=O)[O-])cc1C	-4	?	-5%	-13%	-8%	5%
16	-18%	-12%	20%	O=C(CSc1nc(-c2ccccc2)nc2cc(=O)[nH]n12)Nc1ccccc1	-3	20%[57.1 µM]	0%[57.1 µM]	14%	0%	2%
17	?	-3%	-11%	CCN1C(=NCCCOC(C)C)N[C@@H](CCc2ccccc2)[C@H](C(=O)NCCCOC(C)C)[C@H]1C	-1	-5%	5%	?	1%	2%
18	-21%	-1%	21%	CCc1csc(CCNC(=O)C2CCC(=O)N(CCc3cccc(F)c3)C2)n1 (configuration not stated)	1	7%	-1%	-8%	10%	3%
19	?	-6%	25%	CC(C)C(NS(=O)(=O)c1cccc2nsnc12)C(=O)N1CCn2c1nc1ccccc12 (configuration not stated)	-3	9%	-2%	-1%	3%	1%
20	-24%	-2%	40%[activator]	O=C(NCCn1ccc2ccccc21)c1ccc(S(=O)(=O)N2CCCCC2)cc1	-6	16%[57.1 µM]	3%[57.1 µM]	?	-5%	6%
21	-14%	-9%	29%	Cc1ccc(NC(=O)C(C)Sc2nnc(-c3cccnc3)n2-c2ccccc2)cc1 (configuration not stated)	5	13%	5%	3%	4%	1%
22	-2%	i	-19%	COc1cc(C(=S)N2CCOCC2)cc(OC)c1O	5	10%	-3%	-5%	1%	1%
23	-14%	5%	36%	Cc1ccc(S(=O)(=O)N2CCN(C(=O)c3cc(S(=O)(=O)N4CCOCC4)c(Cl)cc3Cl)CC2)cc1	0	14%	0%	8%	0%	4%
24	-3%	-5%	15%	Cc1ccc(CNC(=O)CN(C)S(=O)(=O)c2ccc(F)cc2)cc1	3	-13%	-8%	8%	1%	-3%
25	-15%	-6%	11%	COc1ccccc1C(=O)Nc1ccccc1N1CCN(S(C)(=O)=O)CC1	1	3%	-7%	0%	-1%	-1%
26	-11%	i	-16%	NNc1nc2cccnc2n(CCNc2ncc(C(F)(F)F)cc2Cl)c1=O	-3	6%[57.1 µM]	-11%	15%	-2%	?
27	-17%	-2%	6%	Nc1nc2ccc(C(=O)NCCOC(=O)C3CCCCC3)cc2s1	-4	39%	7%	1%	-11%	-9%
28	-22%	0%	21%	Cc1sc2ncnc(Sc3nnnn3-c3ccccc3)c2c1C	11	?	27%&18%	2%	7%	-1%
29	3%	8%	/	COc1ccc(S(=O)(=O)N2CCN(C(=O)c3ccc(COc4ccccc4)o3)CC2)cc1	2	/	/	/	-3%	2%
30	-21%	-7%	17%	Nc1nc(NCc2c(F)cccc2Cl)nn1-c1ccccc1	-8	5%[57.1 µM]	11%[57.1 µM]	-1%	-1%	28%
31	-19%	i	68%[activator]	Cc1cc(C)c(NC(=O)CN(C)CC(=O)N(C)CC(=O)Nc2c(Cl)cccc2Cl)c(C)c1	-1	2%	1%	-4%	9%	2%
32	-14%	i	14%	Cc1csc(CNC(=O)c2ccc(OC3CCN(CCc4ccccc4)CC3)cc2)n1	-3	-2%	-6%	-2%	-3%	3%
33	/	/	37%	COC(=O)C(=O)Nc1cccc2cccnc12	/	-8%	10%[0.457 µM]	5%	/	/
34	-2%	-7%	28%	CCN1CCN(C(c2ccccc2F)c2nnnn2Cc2ccc3c(c2)OCO3)CC1 (configuration not stated)	-7	-17%	-1%	1%	5%	-6%
35	-2%	-2%	39%	O=C(Cc1cc(=O)[nH]c(=O)[nH]1)NCCN1CCOCC1	0	?	4%[57.1 µM]	-17%	4%	1%
36	-3%	-5%	32%	COC(=O)Cc1[nH]nc2c1C(c1cccc(OC)c1OC)C(C#N)=C(N)O2 (configuration not stated)	-7	-4%[57.1 µM]	5%[57.1 µM]	6%	-7%	16%
37	-9%	i	26%	Cn1c(SCC(=O)Nc2nccs2)nnc1-c1ccco1	1	22%[57.1 µM]	-6%	-3%	6%	-13%
38	5%	6%	18%	COc1ccc(S(=O)(=O)N2CCCC2)cc1C(=O)O	1	11%	-3%	-3%	5%	0%
39	-18%	-4%	90%[activator]	N=c1n(CCO)c2ccccc2n1CCOc1ccccc1	-2	10%	0%	1%	3%	-10%
40	-24%	/	24%	CC1CN(C(=O)CCC(=O)NCc2cccc(Cl)c2)c2ccccc2S1 (configuration not stated)	3	3%	-10%	?	/	-12%
41	-5%	-6%	43%[activator]	COc1cccc(C2c3c(oc4ccc(C)cc4c3=O)C(=O)N2CCCN2CCOCC2)c1OC (configuration not stated)	1	-4%[57.1 µM]	4%[57.1 µM]	-10%	12%	7%
42	?	i	-3%[57 µM]	CCOc1ccc(CCNC(=O)c2sc3ncccc3c2-n2cccc2)cc1OCC	-21	8%[57.1 µM]	-4%[57.1 µM]	-8%	-5%	-1%
43	-17%	-1%	4%	Cc1ccc(C2=NS(=O)(=O)N(C)C(C(=O)NCc3cccs3)=C2)cc1	0	2%[57.1 µM]	2%[57.1 µM]	-3%	0%	3%
44	-17%	4%	32%	Cc1cccn2c(=O)c(/C=C(\C#N)S(=O)(=O)c3ccccc3)c(Oc3ccc(Cl)cc3)nc12	-1	8%[57.1 µM]	3%	17%	-1%	-3%
45	-14%	-3%	52%[activator]	CC1(C)CC(n2c(=S)[nH]c3ccccc3c2=O)CCO1 (configuration not stated)	0	-16%	-8%	0%	7%	2%
46	-2%	-9%	25%	O=C1N[C@@H](Cc2ccccc2)C(=O)N2[C@H]3Nc4ccccc4[C@@]3([C@]34C[C@H]5C(=O)N[C@@H](Cc6ccccc6)C(=O)N5[C@H]3Nc3ccccc34)C[C@@H]12	-1	-9%[57.1 µM]	-4%[57.1 µM]	0%	-14%	12%
47	-11%	-1%	23%	COc1cc(/C=C(\C#N)C(=O)NCC2CCCO2)ccc1OCCC(C)C (configuration not stated)	16	-5%	-12%	-3%	-3%	-4%

# Bioassay records as filed in PubChem.
